# NadD inh = inhibitors of S. aureus NadD, primary screen, biochemical, colorimetric, uHTS; Nicotinate-nucleotide adenylyltransferase NadD (Staphylococcus aureus N315); purified NadD enzyme, colorimetric absorbance read-out; inhibition, % at 20 µM; 360,000 compounds, 0.78% hits; AID 602399, 2012; in the data active means inhibition above about 26%; further: some compounds past the cut are filed as inactive
# DNMT1 block = human DNMT1 methyltransferase inhibitors, primary screen, biochemical, molecular beacon, fluorescence, HinP1I cleavage, uHTS. AID 588458, 2011. inhibition (reported as % activation of signal), % at 10 µM. 360,000 compounds, 0.83% hits. DNA (cytosine-5)-methyltransferase 1 (Homo sapiens), P26358; in the data active means inhibition above about 50%
# SUMO1 PPI mod = modulators of SUMO1 protein-protein interactions, primary screen, biochemical, uHTS; Small ubiquitin-related modifier 1 (Homo sapiens), P63165; SUMO1 binding to a labelled peptide, TR-FRET, 1 h; inhibition, % at 20 µM; 360,000 compounds, 0.33% hits; in the data active means inhibition above about 37%
# Scp1 inh = Scp-1 phosphatase inhibitors, primary screen, biochemical, colorimetric, uHTS; Carboxy-terminal domain RNA polymerase II polypeptide A small phosphatase 1 (Homo …; AID 493091, 2011; 340,000 compounds, 0.88% hits; Recombinant Scp1, phosphopeptide, malachite green phosphate absorbance; inhibition, % at 20 µM;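 active means inhibition above about 50% at 20 µM, limit read from the data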;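 further: plate controls were DMSO wells with enzyme for no effect and wells lacking enzyme for full effect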
# Target sequence (Q9GZU7 76-261 limits assumed): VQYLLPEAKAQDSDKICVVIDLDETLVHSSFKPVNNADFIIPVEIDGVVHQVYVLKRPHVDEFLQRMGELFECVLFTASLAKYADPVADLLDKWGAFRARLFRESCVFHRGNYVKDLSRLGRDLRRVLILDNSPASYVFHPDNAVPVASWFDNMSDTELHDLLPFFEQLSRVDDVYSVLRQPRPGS
#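 Times: enzyme reaction 45 min at room temperature, colour 5 min, stabilisation 30 min. Material: SCP-1 catalytic fragment, aa 76-261. Medium: Acidic Tris acetate buffer with magnesium and detergent. Signal: colorimetric free-phosphate detection, absorbance 630 nm. Read-out basis: % inhibition of SCP-1 phosphate liberation. Reagent: Phosphorylated 17-residue peptide substrate.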
# LMPTP inh = LMPTP phosphatase inhibitors, primary screen, biochemical, fluorescence intensity, uHTS. Low molecular weight phosphotyrosine protein phosphatase (Homo sapiens), P24666. recombinant LMPTP-A, OMFP fluorogenic substrate. inhibition, % at 20 µM. 360,000 compounds, 0.22% hits. AID 651560, 2012;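 active means compounds that cut the enzyme signal by at least half of the control window in the single-dose screen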;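 further: plate controls were DMSO wells with enzyme plus substrate for no effect and substrate without enzyme for full effect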
#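 Test system – LMPTP-A enzyme · Amount – LMPTP-A at 0.625 nM final in the reaction · Buffer or medium – Bis-Tris pH 6.0, DTT, detergent · Reagent – OMFP 400 µM · Doses – single 20 µM dose · Schedule – reaction 50 min, room temperature, dark · Detection – fluorescence intensity of OMFP turnover product · Evaluation – percent inhibition versus substrate-only and uninhibited controls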
# STEP inh = STEP phosphatase inhibitors, primary screen, biochemical, fluorescence intensity, uHTS. Tyrosine-protein phosphatase non-receptor type 5 (Homo sapiens), P54829. inhibition, % at 20 µM. recombinant STEP, OMFP fluorogenic substrate. 360,000 compounds, 0.25% hits;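 active means inhibition at 20 µM, scaled per plate between control wells, above about 37%, limit read from the data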;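 further: 0% = DMSO with enzyme and substrate and 100% = substrate only without enzyme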
# Target sequence (P54829 whole entry, looked up): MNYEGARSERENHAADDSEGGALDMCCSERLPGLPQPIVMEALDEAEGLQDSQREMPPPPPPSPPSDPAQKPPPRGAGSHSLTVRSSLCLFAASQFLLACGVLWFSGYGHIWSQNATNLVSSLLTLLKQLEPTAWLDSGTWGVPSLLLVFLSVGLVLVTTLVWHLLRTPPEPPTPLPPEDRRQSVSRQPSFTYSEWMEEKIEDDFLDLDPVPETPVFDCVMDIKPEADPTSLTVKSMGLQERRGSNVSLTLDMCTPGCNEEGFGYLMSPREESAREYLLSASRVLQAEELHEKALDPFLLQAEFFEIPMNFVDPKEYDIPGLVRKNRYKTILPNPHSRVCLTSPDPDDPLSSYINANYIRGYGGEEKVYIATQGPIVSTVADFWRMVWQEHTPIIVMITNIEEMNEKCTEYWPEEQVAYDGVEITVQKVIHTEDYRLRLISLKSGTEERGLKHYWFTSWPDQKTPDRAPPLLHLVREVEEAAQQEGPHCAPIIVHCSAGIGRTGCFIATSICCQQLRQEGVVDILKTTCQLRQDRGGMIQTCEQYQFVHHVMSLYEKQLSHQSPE
#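 Measure: Control-normalized % inhibition with plate pattern correction | Test system: STEP phosphatase, cell-free reaction | Medium: pH 6.0 Bis-Tris with DTT and Tween 20 | Technique: Fluorescence, 480/540 nm | Times: Reaction 20 min, ambient temperature | Doses: Single compound dose of 20 µM, 1% DMSO final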
# MT1-MMP act inh = blockers of MT1-MMP proenzyme processing, primary screen, HT1080 RFP-PRO-GFP cells, GFP/RFP fluorescence; Matrix metalloproteinase-14 (Homo sapiens), P50281; GFP/RFP ratio fluorescence, overnight; percent of plate control window, DMSO zero; GFP/RFP ratio change, % at 20 µM; 360,000 compounds, 0.061% hits; AID 651647, 2012;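 active means GFP/RFP ratio change of at least 30% with cell ATP level not reduced by more than half and red fluorescence within 50% of control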; further: strong numbers were not always called active
#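 Material: RFP-PRO-GFP reporter HT1080 cells. Dosing: single-point 20 µM compound, 1% DMSO. Controls: DMSO and RFP-L50D-GFP cell wells. Timing: cells overnight before dosing, compound overnight, 37 °C, 5% CO2. Measure: GFP/RFP fluorescence ratio.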
# Rpn11 block = Rpn11 (PSMD14) deubiquitinase inhibitors, primary screen, biochemical, fluorescence polarization, uHTS; 360,000 compounds, 0.59% hits; human 26S proteasome, Ub4-pepOG fluorescence polarization; 20S core pre-blocked with epoxomicin; calls only at 20 µM;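 active means inhibition at 20 µM, scaled to each plate's controls, above about 33%, limit read from the data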
# Target sequence (O00487 whole entry, looked up): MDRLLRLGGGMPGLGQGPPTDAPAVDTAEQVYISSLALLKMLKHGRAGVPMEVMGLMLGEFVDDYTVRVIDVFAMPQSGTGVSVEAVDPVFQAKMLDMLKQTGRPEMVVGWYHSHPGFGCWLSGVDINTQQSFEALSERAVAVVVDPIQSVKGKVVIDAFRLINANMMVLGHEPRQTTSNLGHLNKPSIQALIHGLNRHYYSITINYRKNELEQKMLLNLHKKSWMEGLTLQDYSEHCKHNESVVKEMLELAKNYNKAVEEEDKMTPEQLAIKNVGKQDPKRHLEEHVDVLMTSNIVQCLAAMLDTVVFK
# NRP1-CendR mod = modulators of CendR peptide binding to NRP-1, primary screen, biochemical, fluorescence polarization, uHTS; Neuropilin-1 (Homo sapiens), O14786; FAM-RPARPAR peptide binding to NRP-1; AID 602438, 2012; 360,000 compounds, 0.85% hits; inhibition, % at 25 µM;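 active means inhibition or corrected inhibition above about 18%, plus a signal ratio from 0.5 to 1.5, limit read from the data, passing the limit was not always enough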; further: strong numbers were not always called active
# SKN-1 inh = suppressors of acrylamide-induced Pgst-4::GFP reporter in worms, primary screen, SKN-1 inhibitor project, whole organism, uHTS, GFP/RFP fluorescence ratio, strain VP596 | C. elegans VP596 Pgst-4::GFP/RFP ratio, 24 h | inhibition, % at 21.8 µM | 360,000 compounds, 0.49% hits | AID 624304, 2012;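 active means interference check ratio from 0.5 to 1.5 plus GFP to RFP signal ratio inhibition reaching or exceeding a fixed threshold, cut at about 30% in these data, passing the limit was not always enough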; further: some compounds called inactive have numbers as strong as hits
# The depositor's hits bear a star; i = inactive; x = not tested or not shown.
SMILES,NadD inh,DNMT1 block,SUMO1 PPI mod,Scp1 inh,LMPTP inh,STEP inh,MT1-MMP act inh,Rpn11 block,NRP1-CendR mod,SKN-1 inh
COc1ccccc1-c1cc(C(F)(F)F)nc(N2CCN(c3ccccc3)CC2)n1,7,1,-1,2,2.2,1,2,i,10,12
CC(O)CC(=O)OC[C@]12CC[C@H]3[C@@](C)(CC[C@H]4C(C)(C)CCC[C@]34C)[C@@H]1CC(C1=CC(=O)OC1O)O2 (some centres not stated),0,39,0,x,1.8,-1,-12,i,-146,-1
Cc1ccc(S(=O)(=O)NC(C(=O)N2CCOCCOCCOCC2)c2ccccc2)cc1 (configuration not stated),-4,1,4,-5,-1.5,0,2,i,-3,4
CCCNC(=S)N1CCN(C)CC1,-1,5,2,-1,-2.9,11,4,i,-3,-2
COc1ccc(OC)c(S(=O)(=O)NC(=O)C2(C)CCN2C(=O)Cc2ccccc2Cl)c1 (configuration not stated),-5,4,2,x,-2.1,-3,0,i,2,14
COCCNC(=S)Nc1ccccc1[N+](=O)[O-],-7,-6,-8,6,-0.1,0,-1,i,8,-1
COc1ccc(Cl)cc1N(CC(=O)N(C)C)S(=O)(=O)c1ccc(C)c([N+](=O)[O-])c1,-6,-4,-8,-11,1.1,2,-1,i,8,15
CCNS(=O)(=O)c1ccc(CCC(=O)Nc2ccc(C(=O)OC)cc2)cc1,8,-6,0,-3,-2.2,-14,1,i,6,-5
CCOC(=O)c1c(NC(=O)OC)sc2c1CCC2,-4,-1,0,-7,1.4,2,1,i,-16,-1
Cc1ccc2nc3c(cc2c1)c(NC(=O)C(C)(C)C)nn3CC(C)C,-5,3,-12,22,1.1,-2,x,i,11,17
Cc1ccc(N2CCCCn3c2nc2c3c(=O)[nH]c(=O)n2C)cc1,-1,-2,1,-10,-0.6,-4,4,i,21,0
CCCCC[C@@H](C)N1C[C@H](COCc2ccccc2)Oc2cc(N3CCC[C@H]3C(N)=O)ccc2S1(=O)=O,-16,x,1,x,-0.1,x,4,x,7,15

# The closing two entries of the section above open the next one:
SMILES,NadD inh,DNMT1 block,SUMO1 PPI mod,Scp1 inh,LMPTP inh,STEP inh,MT1-MMP act inh,Rpn11 block,NRP1-CendR mod,SKN-1 inh
Cc1ccc(N2CCCCn3c2nc2c3c(=O)[nH]c(=O)n2C)cc1,-1,-2,1,-10,-0.6,-4,4,i,21,0
CCCCC[C@@H](C)N1C[C@H](COCc2ccccc2)Oc2cc(N3CCC[C@H]3C(N)=O)ccc2S1(=O)=O,-16,x,1,x,-0.1,x,4,x,7,15
Cc1cc2nc(-c3ccc(SCC(=O)N4CCN(C(=O)c5ccco5)CC4)nc3)[nH]c2cc1C,13,-2,18,50,5.1,2,8,i,-3,-5
CCOC(=O)c1ccn(S(=O)(=O)c2ccc(C)cc2)c1-c1ccccc1,-1,0,4,x,2.6,0,x,i,-10,3
CC(=O)c1cccc(NC(=O)C2CCN(S(=O)(=O)c3ccc(C)cc3)CC2)c1,-9,-11,2,0,0.4,-2,-2,i,-2,6
COCCN(C(=O)COC(=O)/C=C/c1cccc(OC)c1)c1c(N)n(CC(C)C)c(=O)[nH]c1=O,1,1,-21,0,-0.4,-1,3,i,3,1
Cc1cccc(C)c1OCC(C)N (configuration not stated),2,1,-1,-6,-0.6,-2,4,i,-5,-2
O=C(C1CCCN1S(=O)(=O)c1cccc2cccnc12)N1CCn2c1nc1ccccc12 (configuration not stated),3,0,6,-9,-1.4,-2,-2,i,-18,2
Cc1ccc(/C=N/NC(=O)c2cc(-c3ccccc3)nc3ccccc23)o1,0,-1,-10,-4,2.0,1,-9,i,6,12
Cc1cnc(=O)[nH]c1SCc1ccc([N+](=O)[O-])cc1,-1,1,-31,-2,-0.6,1,-2,i,3,2
CCOc1ccc(NC(=O)COc2ccc(C(=O)NC(C)c3ccc(S(N)(=O)=O)cc3)cc2OC)cc1 (configuration not stated),7,-3,1,-8,0.5,2,2,i,12,-11
CCc1nnc(NC(=O)CC23CC4CC(CC(C4)C2)C3)s1,-10,3,-3,-9,-0.9,-2,0,i,-4,-2
Cc1ccc(/C=N/N2CCN(Cc3ccc(Cl)cc3)CC2)o1,0,-2,1,3,-0.2,-1,1,i,11,9
CCOc1c(OC(C)=O)ccc(/C=C/c2ccc3cccc(OC)c3n2)c1[N+](=O)[O-],-5,-5,-1,8,6.3,2,6,i,0,-3
Cn1nc([N+](=O)[O-])nc1Sc1nnnn1-c1ccc(C(=O)O)cc1,-4,-1,-13,9,-2.1,0,4,i,3,-5
CC1CCCCC1NC(=O)c1nn(C)c2c1CS(=O)(=O)c1ccccc1-2 (configuration not stated),2,-1,-3,-6,-0.3,1,3,i,8,7
O=C(CCc1ccccc1)Nc1ccc(Cl)cn1,-2,9,-1,-9,0.2,-1,-10,i,6,-22
CCOC1=C2CN(S(=O)(=O)c3ccc(C)cc3)C(c3ccc(C)cc3)CC2N(S(=O)(=O)c2ccc(C)cc2)C(c2ccccc2)C1 (configuration not stated),x,x,-2,x,0.5,x,3,x,-5,9
N#Cc1ccc(NC(=O)Nc2ccc(Cl)cc2)cc1,-8,-2,3,-17,2.1,2,-29,i,6,14
O=C(Nc1cccc(-n2cnnn2)c1)c1ccc(Cl)cc1Cl,1,-2,-1,-7,-0.1,-3,0,i,11,22
CC(=O)N1CCN(c2ccc(Nc3ncnc4c3oc3ccccc34)cc2)CC1,5,-6,0,-21,1.1,-1,0,i,-1,9
CC(/C=C1\SC(=S)N(c2ccc(C(=O)O)cc2)C1=O)=C\c1ccccc1,14,110*,57*,18,17,2,1,i,-124,0
COc1cccc(NC(=O)CN(C)C(=O)Cn2[nH]c(=O)c3ccccc3c2=O)c1,-1,-1,8,-1,-1.7,0,0,i,5,3
Cc1ccc(NC(=O)COC(=O)C2COc3ccccc3O2)cc1S(=O)(=O)N1CCOCC1 (configuration not stated),-3,5,2,2,-1.9,-1,1,i,-10,-3
Cc1cc([N+](=O)[O-])ccc1NC(=O)c1cccc(NC(=O)C(C)C)c1,-1,2,-15,-2,0.4,-1,3,i,11,-8
Cc1cccc(NC(=O)c2ccc(OCc3c(C)noc3C)cc2)n1,4,-2,-4,-9,-8.0,-3,-3,i,-1,27
N#Cc1ccc(-c2nc3ccc(Cl)cn3c2Cc2cccc(Cl)c2)cc1,11,29,0,x,4.5,2,1,i,-15,6
O=C(Nc1nccs1)c1cc2sccc2n1Cc1ccc(F)cc1,15,-4,-2,9,0.3,2,-2,i,3,15
Cn1cc(C(=O)c2cccc(Cl)c2Cl)cc1C(=O)O,-5,-1,-2,-2,-0.9,-2,-4,i,5,1
CC1C(=O)N2CCCc3cc(S(=O)(=O)NCc4ccc(Cl)cc4)cc1c32 (configuration not stated),2,-1,4,-7,-0.5,3,2,i,-19,25
CC(C)CC(=O)NC(=S)NCCc1ccccc1,-6,-3,-6,-6,0.6,0,-15,i,3,7
Cc1cccc(NC(=O)N2CCC(C(=O)c3ccc(F)cc3)CC2)c1,-10,2,-2,-3,1.6,1,9,i,0,-20
Cn1c(=NC(=O)c2ccccc2[N+](=O)[O-])sc2cc(S(C)(=O)=O)ccc21,-2,4,2,-4,-1.3,-4,-1,i,-8,-4
CN(C)/N=C/C=C1\CCC/C(=C\c2ccc(F)c(F)c2)C1=O,4,5,-20,-3,7.9,2,-8,i,-32,-1
CCN(CC)CC(O)CNc1ccnc2c(Cl)ccc(Cl)c12 (configuration not stated),-3,25,-22,-12,0.7,-1,4,i,-2,17
CN(CC(=O)Nc1ccc(Cl)c(C(F)(F)F)c1)C(=O)c1ccc(S(=O)(=O)N2CCOCC2)cc1,-6,1,2,-8,-0.9,-1,2,i,2,4
O=C(OCc1c(-c2ccccc2)ncc2ccccc12)c1ccc(Br)cc1,10,1,-4,8,4.9,-1,6,i,-5,3
Cc1ccc(Nc2cc(=O)oc3ccccc23)c(C)c1,3,2,1,-2,1.3,0,1,i,9,-6

# Compounds above that contain a nitro group on carbon, in the order listed:
SMILES,NadD inh,DNMT1 block,SUMO1 PPI mod,Scp1 inh,LMPTP inh,STEP inh,MT1-MMP act inh,Rpn11 block,NRP1-CendR mod,SKN-1 inh
COCCNC(=S)Nc1ccccc1[N+](=O)[O-],-7,-6,-8,6,-0.1,0,-1,i,8,-1
COc1ccc(Cl)cc1N(CC(=O)N(C)C)S(=O)(=O)c1ccc(C)c([N+](=O)[O-])c1,-6,-4,-8,-11,1.1,2,-1,i,8,15
Cc1cnc(=O)[nH]c1SCc1ccc([N+](=O)[O-])cc1,-1,1,-31,-2,-0.6,1,-2,i,3,2
CCOc1c(OC(C)=O)ccc(/C=C/c2ccc3cccc(OC)c3n2)c1[N+](=O)[O-],-5,-5,-1,8,6.3,2,6,i,0,-3
Cn1nc([N+](=O)[O-])nc1Sc1nnnn1-c1ccc(C(=O)O)cc1,-4,-1,-13,9,-2.1,0,4,i,3,-5
Cc1cc([N+](=O)[O-])ccc1NC(=O)c1cccc(NC(=O)C(C)C)c1,-1,2,-15,-2,0.4,-1,3,i,11,-8
Cn1c(=NC(=O)c2ccccc2[N+](=O)[O-])sc2cc(S(C)(=O)=O)ccc21,-2,4,2,-4,-1.3,-4,-1,i,-8,-4

# Source: PubChem

# An unsorted share of the library; overall some 3.9% were active at least once.
